NSD2 inh – inhibitors of human histone methyltransferase NSD2; hit rate 0.54% among 310,000; O96028; inhibition, % at 12.5 µM; NSD2 peptide methylation, AlphaScreen, 120 min; in the data active = inhibition above about 50%
CDK5 p35 inh – blocks human CDK5/p35 kinase activity; Q00535+Q15078; Recombinant CDK5/p35, ADP-Glo luminescence, 60 min; inhibition, % at 10 µM; hit rate 0.01% among 330,000; AID 488839;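 active = highest replicate inhibition of at least 50% and at least 75% of replicates reaching 50%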;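 also: plate controls were DMSO neutral control for no effect and GW8510 at 10 µM for full effect; many of its hits are not listed in these tables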
Target sequence (Q00535 whole entry, looked up): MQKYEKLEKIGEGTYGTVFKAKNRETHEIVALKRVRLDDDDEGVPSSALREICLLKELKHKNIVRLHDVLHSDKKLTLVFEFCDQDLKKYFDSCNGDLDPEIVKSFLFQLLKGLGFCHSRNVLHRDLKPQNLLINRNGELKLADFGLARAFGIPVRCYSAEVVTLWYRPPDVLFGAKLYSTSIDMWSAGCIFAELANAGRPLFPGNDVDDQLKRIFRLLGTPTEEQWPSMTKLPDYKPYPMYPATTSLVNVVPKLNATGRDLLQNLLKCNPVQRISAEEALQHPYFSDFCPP
Target sequence (Q15078 whole entry, looked up): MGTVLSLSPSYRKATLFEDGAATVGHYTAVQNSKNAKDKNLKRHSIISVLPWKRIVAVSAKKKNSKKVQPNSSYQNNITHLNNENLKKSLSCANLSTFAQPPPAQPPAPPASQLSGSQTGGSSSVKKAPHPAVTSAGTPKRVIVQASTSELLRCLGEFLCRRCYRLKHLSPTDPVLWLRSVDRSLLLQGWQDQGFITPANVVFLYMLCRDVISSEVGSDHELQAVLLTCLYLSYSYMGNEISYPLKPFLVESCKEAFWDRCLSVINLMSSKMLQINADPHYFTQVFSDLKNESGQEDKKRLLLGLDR
dFosB activator – mouse delta FosB homodimer activation; purified delta FosB, TAMRA-CDK5 oligo fluorescence polarization; percent of positive-control signal above neutral wells; activation, % at 25 µM; P13346; AID 493131; hit rate 0.99% among 340,000;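 active = mean activation above about 17%, with every replicate also reaching it, limit read from the data, passing the limit was not always enough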;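 also: fluorescence polarization rise as delta FosB binds a TAMRA Cdk5 AP-1 oligo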
Target sequence (P13346 whole entry, looked up): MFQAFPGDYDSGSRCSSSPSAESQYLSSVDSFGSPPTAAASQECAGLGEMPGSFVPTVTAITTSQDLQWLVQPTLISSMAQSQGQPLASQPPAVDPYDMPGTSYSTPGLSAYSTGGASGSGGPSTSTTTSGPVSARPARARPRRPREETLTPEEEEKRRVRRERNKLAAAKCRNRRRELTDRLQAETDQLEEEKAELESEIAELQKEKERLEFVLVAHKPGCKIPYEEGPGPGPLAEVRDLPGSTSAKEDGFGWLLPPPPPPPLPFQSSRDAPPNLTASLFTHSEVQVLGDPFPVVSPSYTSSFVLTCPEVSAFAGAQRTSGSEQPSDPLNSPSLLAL
RTF Ca sens inh – cardiac RTF calcium desensitization | P19429+P45379 | IANBD-labeled cardiac RTF, Ca2+ fluorescence | inhibition, % at 7.15 µM | hit rate 0.12% among 340,000;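 active = inhibition above the mean inhibition of all tested compounds plus 3 SD, cut at about 17% in these data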;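 also: assay run at fixed EC70 calcium of 1.6 mM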
PfHsp90 set2 – inhibits growth of yeast expressing Plasmodium falciparum Hsp90 | S. cerevisiae expressing PfHsp90, BacTiter-Glo ATP, 48 h; yeast lacking PDR1 and PDR3 efflux regulators | inhibition, % at 9.4 µM | AID 504621 | hit rate 0.32% among 310,000;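 active = every replicate shows inhibition above about 80%, whatever the replicate mean, limit read from the data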;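 also: 0% = DMSO neutral controls and 100% = 20 µM radicicol positive controls; yeast relying on Plasmodium falciparum Hsp90 in place of its own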
Keap1 Nrf2 FP – inhibitors of human Keap1-Nrf2 protein-protein interaction; Keap1 Kelch-Nrf2 peptide fluorescence polarization, 1536-well; inhibition, % at 9.4 µM; hit rate 0.15% among 340,000; AID 504523; in the data active = inhibition above about 12%;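 also: human Keap1 Kelch domain with fluorescein labeled Nrf2 9mer peptide probe; 0% = neutral control wells and 100% = peptide positive control; higher means more block of Keap1 binding to Nrf2 peptide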
RTF Ca sens act – increases calcium sensitivity of human cardiac regulated thin filaments. P19429+P45379. IANBD-labeled TnC RTF fluorescence at EC20 calcium; 0% EC20 calcium, 100% full calcium. activation, % at 7.2 µM. hit rate 0.24% among 340,000;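 active = activation above the mean over all tested compounds plus 3 SD, cut at about 30% in these data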;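 also: rise in fluorescence read as greater calcium sensitivity of cardiac thin filaments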
LANA DNA inh – KSHV C-LANA DNA binding inhibition. MBP-C-LANA/FAM-LBS DNA binding, fluorescence polarization. inhibition, % at 9 µM. hit rate 0.078% among 340,000;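 active = highest replicate inhibition at or above 60% at 9 µM, even if other replicates fall short; inactive = all replicates below 60% inhibition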;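 also: 0% = neutral control wells and 100% = 4 µM acridine orange control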
SUMO Mot1 rescue – blocks SUMOylation pathway, rescuing yeast Mot1-301 growth | S. cerevisiae Mot1-301 growth rescue, ATP luminescence, 38.5C; percent above DMSO median, 100 means doubled | growth rescue, % at 18.8 µM | hit rate 1% among 320,000 | AID 2716;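 active = every valid replicate shows activation above 250% relative to neutral control wells; inactive = the rest, any valid replicate at or below 250%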;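 also: OY570 slx delta 5 strain wells were the positive control but not used for scaling; some compounds called inactive have numbers as strong as hits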
Rtt109 HAT inh – C. albicans Rtt109 histone acetyltransferase inhibition | AID 540336 | purified Rtt109/Vps75, ThioGlo CoA-SH fluorescence, 4 h | inhibition, % at 34.9 µM | hit rate 0.16% among 330,000 | Q5AAJ8;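 active = inhibition of at least 50% in every replicate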
PvdQ acylase – blocks Pseudomonas aeruginosa PvdQ acylase activity. AID 488965. inhibition, % at 10 µM. hit rate 0.063% among 340,000. purified PvdQ acylase, fluorescence plate reader; in the data active = inhibition above about 30%, passing the limit was not always enough;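 also: 0% = vehicle neutral wells and 100% = reference inhibitor wells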
Numbers without * were called inactive; . = no result given.

SMILES	NSD2 inh	CDK5 p35 inh	dFosB activator	RTF Ca sens inh	PfHsp90 set2	Keap1 Nrf2 FP	RTF Ca sens act	LANA DNA inh	SUMO Mot1 rescue	Rtt109 HAT inh	PvdQ acylase
COc1ccc(CNC(=O)CSc2nnc(-c3ccc(NC(C)=O)cc3)n2C)cc1	1	0.7	-4	-5	-100	-1	4	-1.3	0	-4	-12
COc1ccc(-c2noc(C(C)NS(=O)(=O)c3ccc(NC(C)=O)cc3)n2)cc1 (stereo not given)	19	-0.4	-2	0	0	-4	-11	-0.8	-13	0	-8
CN(C)S(=O)(=O)N(CC(=O)NCCSCc1ccc(Cl)cc1)c1ccccc1	2	-0.8	-10	0	-12	0	11	0.5	3	12	3
CCC(CC)C(=O)Nc1ccc(Sc2ccc([N+](=O)[O-])cc2)cc1	-1	-1.8	-7	-3	-6	-4	0	-0.8	12	-4	-10
O=C(COC(=O)/C=C/c1ccc([N+](=O)[O-])cc1)NCc1ccc2c(c1)OCO2	-2	-12	-3	7	-17	0	-4	2.0	8	-2	-17
CCOc1ccc(Nc2nc3cc(S(=O)(=O)CC)ccc3o2)cc1	-4	0.5	-11	-4	6	-3	0	1.5	137	3	-14
CC(=O)N1CCc2cc(S(=O)(=O)CCC(=O)N3CCN(C(=O)c4ccco4)CC3)ccc21	.	-1.7	-9	1	7	-5	2	4.2	436*	0	8
COc1ccc(C2NC(Cc3ccccc3)(C(=O)O)C3C(=O)N(c4ccccc4OC)C(=O)C23)cc1 (stereo not given)	-2	-0.8	-1	-1	-7	-5	1	1.3	11	0	5
CN1CCN(C(=O)CCCN2C(=O)/C(=C/c3ccccc3)SC2=S)CC1	9	0.4	-1	-15	-9	1	-1	0.0	-23	23	4
O=C(OCCc1cc2ccccc2c(=O)o1)c1ccccc1C(F)(F)F	.	0.5	7	14	8	-3	8	4.4	10	-10	-2
O=C(NCCc1ccccc1)c1ccc2[nH]c(=O)c(=O)[nH]c2c1	3	-1.8	-4	6	7	-2	-1	0.9	-9	1	-9
CC(=O)Nc1ccc(S(=O)(=O)N(C)c2ccc(O)cc2)cc1	2	0.1	-1	-8	6	-3	7	0.1	7	6	-9
COC(=O)CSc1nc2cc(Cl)ccc2c(=O)n1C1CCCC1	-2	1.3	1	-13	-10	-4	0	-0.3	2	6	-19
CC1CC(C)CN(C(=O)c2cc(-c3ccncc3)nc3ccccc23)C1 (stereo not given)	.	2.3	-5	3	.	-4	-5	-0.7	-11	9	6
Cn1nc(-c2ccc(N3CCOCC3)c(NS(=O)(=O)c3ccccc3)c2)c2ccccc2c1=O	-6	-0.6	-8	0	8	-1	1	0.4	26	-6	-11
C/C(=N\NC(=O)c1nn(C)cc1Br)c1cccc(NC(=O)C(C)(C)C)c1	1	0.3	2	-5	14	1	1	1.1	.	-1	-8
CCOC(=O)C(CC)/C(C)=N/NC(=O)c1ccc([N+](=O)[O-])cc1 (stereo not given)	0	0.4	-5	-2	-15	-3	1	0.0	-9	0	1
Cc1cc(C)nc(SCC(CSc2nc(C)cc(C)n2)C(=O)O)n1	-2	0.8	-2	-3	-4	-1	-7	0.0	-1	4	-1
CCC(=O)C1CCCN(C(=O)c2ccc(OC3CCN(C(=O)CCOC)CC3)cc2)C1 (stereo not given)	2	1.2	-6	0	-4	-3	-3	-0.6	1	14	-11
Cc1ccc(C)c(N2CCN(c3ccc4cc(S(=O)(=O)N5CCCCC5)ccc4n3)CC2)c1	-11	0.7	-9	-2	8	-4	4	1.2	-6	-18	6
CCOc1ccc(CN(C(=O)c2oc3ccccc3c2C)C2CCS(=O)(=O)C2)cc1 (stereo not given)	4	0.9	-13	-6	-4	0	2	0.8	1	-1	-7
O=C1CCCCN1CC(=O)N1CCCC(Nc2ccc(F)cc2)C1 (stereo not given)	0	-0.3	2	0	-9	0	-1	1.0	-2	-8	-3
Cc1ccccc1C(=O)NNC(=O)Cc1cccc2ccccc12	-1	6.4	-1	0	5	-5	6	0.7	-10	7	9
CN(CC(O)COc1c(F)cc(Br)cc1F)C1CCCCC1 (stereo not given)	0	-2.0	-1	3	1	3	-2	-0.7	11	.	-9

An excerpt from above in order of heavy-atom count, rising.
SMILES	NSD2 inh	CDK5 p35 inh	dFosB activator	RTF Ca sens inh	PfHsp90 set2	Keap1 Nrf2 FP	RTF Ca sens act	LANA DNA inh	SUMO Mot1 rescue	Rtt109 HAT inh	PvdQ acylase
CN(CC(O)COc1c(F)cc(Br)cc1F)C1CCCCC1 (stereo not given)	0	-2.0	-1	3	1	3	-2	-0.7	11	.	-9
CCOC(=O)C(CC)/C(C)=N/NC(=O)c1ccc([N+](=O)[O-])cc1 (stereo not given)	0	0.4	-5	-2	-15	-3	1	0.0	-9	0	1
Cc1ccccc1C(=O)NNC(=O)Cc1cccc2ccccc12	-1	6.4	-1	0	5	-5	6	0.7	-10	7	9
CCC(=O)C1CCCN(C(=O)c2ccc(OC3CCN(C(=O)CCOC)CC3)cc2)C1 (stereo not given)	2	1.2	-6	0	-4	-3	-3	-0.6	1	14	-11
Cc1ccc(C)c(N2CCN(c3ccc4cc(S(=O)(=O)N5CCCCC5)ccc4n3)CC2)c1	-11	0.7	-9	-2	8	-4	4	1.2	-6	-18	6
Cn1nc(-c2ccc(N3CCOCC3)c(NS(=O)(=O)c3ccccc3)c2)c2ccccc2c1=O	-6	-0.6	-8	0	8	-1	1	0.4	26	-6	-11

(listing goes on)
SMILES	NSD2 inh	CDK5 p35 inh	dFosB activator	RTF Ca sens inh	PfHsp90 set2	Keap1 Nrf2 FP	RTF Ca sens act	LANA DNA inh	SUMO Mot1 rescue	Rtt109 HAT inh	PvdQ acylase
COc1ccccc1CNC(=O)COC(=O)c1ccc(NC(N)=O)cc1	-2	-0.2	1	-5	-17	1	1	-1.0	325*	-5	-12
O=C(CCc1ccccc1)Nc1cc2c(cc1Cl)OCCO2	-6	-1.0	0	9	9	-3	-7	0.1	126	-9	6
COc1ccc(NC2=NCCC(=O)N2Cc2cccs2)cc1	0	-0.6	-4	-6	.	-1	-4	-0.2	9	-4	2
CC(=C/c1ccccc1)/C=N/NC(=O)c1nnn(-c2nonc2N)c1CN1CCC(C)CC1	-1	0.6	-12	7	-13	3	0	-0.6	172	1	-9
CCOC(=O)C1=C(COC(=O)/C=C/c2ccc(OCC)c(OC)c2)NC(=O)NC1C (stereo not given)	-2	-1.6	-10	-11	40	2	2	1.1	23	2	-1
Cc1ccc(S(=O)(=O)NCCC(=O)NNc2c(F)c(F)cc(F)c2F)cc1	-9	0.8	7	7	-13	0	0	-2.4	0	0	6
COc1ccc(CNc2cc([N+](=O)[O-])ccc2OC)cc1	-1	2.6	-3	7	16	-5	1	-0.1	-6	0	-1
O=C(CS(=O)(=O)c1c[nH]c2ccccc12)N1CCCCCC1	-4	-1.0	1	9	-61	-2	-7	1.7	-4	.	-8
O=C(OCC(=O)c1ccc(Cl)s1)c1ccc2ccccc2n1	-1	-2.3	-11	4	-7	5	-15	0.1	-11	-5	-1
O=C(NN1C(=O)/C(=C/c2ccc(O)c([N+](=O)[O-])c2)SC1=S)c1ccccc1Cl	15	2.0	-3	6	104*	-14	-8	1.6	20	1	6
O=C(O)c1ccc(-n2cncn2)c([N+](=O)[O-])c1	35	1.6	-5	-12	22	-2	-1	-10	116	1	-8
N/C(=N\OC(=O)CC1CCCCC1)c1ccccn1	-2	3.7	2	-1	-14	-4	0	1.7	8	.	6

An excerpt from above, showing only Rtt109 HAT inh and RTF Ca sens act:
Molecule	Rtt109 HAT inh	RTF Ca sens act
COc1ccc(NC2=NCCC(=O)N2Cc2cccs2)cc1	-4	-4
O=C(CCc1ccccc1)Nc1cc2c(cc1Cl)OCCO2	-9	-7
O=C(NN1C(=O)/C(=C/c2ccc(O)c([N+](=O)[O-])c2)SC1=S)c1ccccc1Cl	1	-8
N/C(=N\OC(=O)CC1CCCCC1)c1ccccn1	.	0
Cc1ccc(S(=O)(=O)NCCC(=O)NNc2c(F)c(F)cc(F)c2F)cc1	0	0
O=C(CS(=O)(=O)c1c[nH]c2ccccc12)N1CCCCCC1	.	-7

Further entries
SMILES	NSD2 inh	CDK5 p35 inh	dFosB activator	RTF Ca sens inh	PfHsp90 set2	Keap1 Nrf2 FP	RTF Ca sens act	LANA DNA inh	SUMO Mot1 rescue	Rtt109 HAT inh	PvdQ acylase
CCOc1ccc(-n2c(SCc3cc(=O)oc4cc(C)ccc34)nnc2-c2cccnc2)cc1	0	-0.9	-12	-5	5	2	0	1.6	-16	-9	-5
CCOc1ccc(NS(=O)(=O)c2ccc(NC(=O)c3ccccc3C(=O)O)cc2)cc1	-1	0.3	2	-9	2	1	3	0.5	-14	-1	-18
COC(=O)C1=C(C)N(Cc2ccccc2)C(=NCCc2ccccn2)N[C@H]1c1cccc(C(F)(F)F)c1	.	-0.6	-10	5	18	1	-2	-1.5	-6	9	2
Cn1c(CNC(=O)c2ccco2)nnc1SCC(=O)Nc1c(F)cc(F)cc1Br	-21	-1.7	2	-19	15	2	3	0.3	-10	-3	-4
O=C(NCc1nc2ccccc2[nH]1)C1=C[C@@H](c2csc3ccccc23)C[C@@H](OCCCCO)O1	.	0.6	-11	-1	2	-5	5	1.9	10	-8	-10
Oc1cccc(C(=S)N2CCC(Cc3ccccc3)CC2)c1	17	-1.0	-8	-12	8	-3	4	-0.6	10	-11	-11
Cc1c(NC(=O)Nc2ccc(Cl)c(Cl)c2)sc(=S)n1C	-1	-0.8	5	-2	-21	-7	-3	-0.8	12	-6	-14
COCCn1c(-c2ccc(OC)cc2)cnc1SCC(=O)Nc1cc(C)on1	-13	0.0	1	4	4	-2	11	-0.1	-15	4	-5
Cc1nc(Nc2ccc(S(=O)(=O)N3CCCCC3C)cc2)c2nnn(Cc3ccccc3)c2n1 (stereo not given)	-3	0.7	-2	-8	-8	-1	-3	0.2	6	5	-3
CCOC(=O)c1ccc(NC(=S)Nc2ccccc2)cc1	-2	0.3	2	-12	16	3	-1	0.7	-13	6	-9
CCOc1ccc(N(CC(=O)Nc2cc(C)cc(C)c2)S(C)(=O)=O)cc1	-3	1.1	-9	-5	9	2	-5	-0.3	0	0	0
CC(C)(C)CC(=O)Nc1ccc(-c2cn3cccnc3n2)cc1	-1	-2.3	1	0	-15	-2	-4	-0.6	-2	5	-49
O=C(CSc1ccc2ccccc2n1)NC1CC1	0	-0.9	-8	-14	-23	-1	5	0.6	-2	5	-5
COc1ccc(S(=O)(=O)c2nnn(-c3cccc(Cl)c3)c2N)cc1	-3	-0.1	0	-20	-9	1	-3	2.2	.	-2	-2

Screening results (PubChem)
